Screening data deposited in PubChem by NMMLSC.
Myeloid diff 2 – myeloid differentiation induction. AID 624256. 360,000 compounds, 1% hits. ER-HoxA9 myeloid progenitors, lysozyme-GFP differentiation, flow cytometry. calls only at 10 µM;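 active = normalized GFP-positive differentiation at or above the plate's own cutoff, the solvent-only control mean plus 3 SD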;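 also: cells exposed to compound for four days before flow analysis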
Myeloid diff 2 GFP+ MAC1+ % – second read-out of Myeloid diff 2, no call of its own (marks repeat the call); GFP+ MAC1+ double positive, %; measured here: differentiation confirmed by MAC1 staining
The depositor's hits bear a star; i = inactive; + = active, no number. An excerpt; the hit share may differ from the screen's.

SMILES | Myeloid diff 2 | Myeloid diff 2 GFP+ MAC1+ %
CCN(C)C1CN(Cc2cn(Cc3cc(C)cc(C)c3)nn2)S(=O)(=O)C1 (stereo not drawn) | i | 1.5
COc1cc(OC)nc(C(NC(=O)C2CCN(Cc3ccc(Oc4ccccc4)cc3)CC2)c2ccc(F)cc2)n1 (stereo not drawn) | i | 1.9
CCOC(=O)[C@]12CCC=C1N(Cc1ccc(Cl)cc1Cl)C(=O)[C@H](CC(=O)N1CCC(c3ccccc3)CC1)C2 | i | 0.5
COC(=O)C1CCN(C2CN(Cc3ccc([N+](=O)[O-])cc3)S(=O)(=O)C2)CC1 (stereo not drawn) | i | 0.8
CN(Cc1ccccc1)C(=O)[C@@H]1CCCN1C(=O)[C@@H]1CCCN1C(=O)OC(C)(C)C | i | 0.6
O=C(Nc1ccc2c(c1)CCO2)Nc1nnc([C@H]2C[C@H](O)[C@@H](CO)O2)s1 | i | 0.4
Nc1ncnc2c1ncn2[C@@H]1O[C@H](C(=O)N2CCCN(Cc3cccs3)CC2)[C@@H](O)[C@H]1O | i | 2.0
CC1(C(=O)NS(=O)(=O)c2ccc(F)cc2F)CCN1C(=O)c1ccccc1CCc1ccccc1 (stereo not drawn) | i | 2.4
c1ccc(OCCNc2ccn3nc(-c4ccc(OCCN5CCOCC5)cc4)cc3n2)cc1 | i | 0.9
COc1cccc(C(NC(C)=O)c2nc(-c3cccc4cccnc34)cs2)c1 (stereo not drawn) | i | 1.7
O=c1[nH]c2cc3ccccc3cc2nc1-c1nnnn1C1CCCC1 | + | 11*
OCC[C@@H]1C[C@H](O)[C@@H](O)[C@@]2(OCCCc3cc(C(F)(F)F)ccc32)O1 | i | 0.3
Cc1ccc(C(O)c2ncc(-c3ccc(Cl)cc3)[nH]2)cc1F (stereo not drawn) | i | 0.6
Cc1cc(Br)cn2c(Cc3ccsc3)c(C3CCCCC3)nc12 | i | 0.6
c1ccc(CN2CC[C@@H](Nc3nccn4ccnc34)C2)cc1 | i | 1.0
O=C1NC[C@@H](CCCCN2CCN(CCc3ccccc3)C(=O)C2=O)N(CC2CCCCC2)C1=O | i | 0.9
COc1ccc([C@H]2CC(=O)C[C@@H](CCn3cc(-c4cccnc4)nn3)O2)cc1 | i | 1.2
CCOC(=O)[C@]12CCCC=C1N(Cc1ccco1)C(=O)[C@H](CC(=O)NCc1cccc(C(F)(F)F)c1)C2 | i | 0.8
Cc1cccc(C)c1-n1nnnc1C(c1ccnc2ccccc12)N1CCCC1 (stereo not drawn) | i | 1.5
CCOC(=O)C1(C)CCCN(C(=O)c2cccnc2)C1 (stereo not drawn) | i | 0.7
CC(=O)Nc1ccccc1OCCCN1CCC(C(O)(c2ccccc2)c2ccccc2)CC1 | i | 1.8
CC(=O)NC(c1cccc(F)c1)c1nc(-c2csc3ccccc23)cs1 (stereo not drawn) | i | 0.7
CC1(C(=O)Nc2ccc(Cl)c(Cl)c2)CCN1C(=O)CC1CCCC1 (stereo not drawn) | i | 0.7
CCOC(=O)[C@]12CCC=C1N(Cc1ccc(Cl)cc1Cl)C(=O)[C@H](CC(=O)NCc1ccc(OC)c(OC)c1)C2 | i | 0.5
COc1cc(Cn2c3ccc(NC(=O)NCCc4ccccc4)cc3c(=O)n2C)ccc1F | i | 0.9
CCCCC(=O)N(C)c1c(CC)nc2c(OCc3cccc(Cl)c3)cccn12 | i | 0.9
CCOC1=C2[C@@H](CN(S(=O)(=O)c3ccc(C)cc3)[C@H]2c2ccccc2Cl)[C@H]2C(=O)N(C(C)(C)C)C(=O)[C@H]2C1 | i | 0.7
CCCS(=O)(=O)NC(=O)C1(C)CCN(C(=O)c2sccc2C)C1 (stereo not drawn) | i | 1.0
COCc1cccc(-c2csc(C(O)c3ccc(F)c(F)c3)n2)c1 (stereo not drawn) | i | 2.3
CCCCN(C)c1c(C)nc2ccc(C(=O)NCCOc3ccc(OC)cc3)cn12 | i | 2.0
CCCS(=O)(=O)NC(=O)C1(C)CCCN(C(=O)c2cncc(Br)c2)C1 (stereo not drawn) | i | 1.4
CC1(C(=O)NCc2ccc(F)c(F)c2)Cc2c(-c3cccc(C(N)=O)c3)ccnc2O1 (stereo not drawn) | i | 1.3
COCCNC(=O)C1(C)CCCN(C(=O)c2ccc(N(C)C)cc2)C1 (stereo not drawn) | i | 1.0
COc1cccc(C2=Cc3ccc(F)cc3C(CC(C)=O)N2c2ccc(C#CC3(O)CCCCC3)cc2)c1 (stereo not drawn) | i | 0.9
CCOC(=O)[C@]12CCC=C1N(Cc1ccc3c(c1)OCO3)C(=O)[C@H](CC(=O)NCC13CC4CC(CC(C4)C1)C3)C2 | i | 0.5
CC(C)CC(N)c1csc(NC(=O)C(c2ccccc2)c2ccccc2)n1 (stereo not drawn) | i | 0.9
CCCCCCN1CCN(C2CN(Cc3cn(CCCC(=O)OC)nn3)S(=O)(=O)C2)CC1 (stereo not drawn) | i | 0.7
O=C1NC[C@@H](CCCCN2C[C@H](Cc3ccc(O)cc3)N(CCc3ccccc3)C(=O)C2=O)N(Cc2ccccc2)C1=O | i | 0.6
Cc1ccc(-c2nc3ccc(Cl)cn3c2Cc2ccsc2)cc1 | i | 0.6
CCc1ccccc1CC1CN(Cc2ccccc2)Cc2ccccc2N1c1ccc(OC)cc1 (stereo not drawn) | i | 1.7
Cc1cc(O)ccc1-c1cc(C(=O)NCc2ccc(F)cc2)[nH]n1 | i | 0.6
Clc1cccc(-c2cccc3nccn23)c1 | i | 0.8
CN(C)CCNC(=O)c1cccc(-c2cnc3c(NC=O)cc(/C=C/c4ccccc4)cn23)c1 | i | 0.7
COc1cccc(NC(=O)C2(C)CCN2C(=O)Cc2cccc3ccccc23)c1 (stereo not drawn) | i | 0.0
Cc1nc(C(F)(F)F)ccc1C(=O)N1CCC1(C)C(=O)NS(=O)(=O)c1c(C)noc1C (stereo not drawn) | i | 1.0
Cn1nccc1-c1coc2c(C(=O)N3CCOCC3)cccc12 | i | 0.8
CCOC(=O)C(=C1Nc2ccccc2N1)n1c(-c2cnccn2)nc2ccccc21 | i | 0.8
NCCCNC(=S)NCCCN(Cc1ccc(Cl)cc1)c1ccc(Br)cn1 | i | 0.9
NCc1csc(Nc2cc(Oc3ccccc3)ncn2)n1 | i | 2.1
CC1(C(=O)NS(=O)(=O)c2cccs2)CCN1C(=O)C1CCCCC1 (stereo not drawn) | i | 1.2
O=c1[nH]c(SCCc2ccccc2)nc2c1CCC2 | i | 0.4
CCc1nc2ccc(C(=O)Nc3ccc(C(N)=O)cc3)cn2c1N(CCC(C)C)CCN(C)C | i | 0.9
Cc1noc(C)c1S(=O)(=O)NC(=O)C1(C)CCN1C(=O)CC(c1ccccc1)c1ccccc1 (stereo not drawn) | i | 0.7
Cc1cnc(-c2nc3ccccc3n2C(C)C(=O)Nc2c(C)cccc2C)cn1 (stereo not drawn) | i | 2.3
Cc1cccc(C)c1-n1nnnc1C(c1ccnc2ccccc12)N1CCN(C(=O)OCc2ccccc2)CC1 (stereo not drawn) | i | 0.9
Cc1cc(Cl)ccc1-c1cc2nc(NCCCN(C)C)n(C)c(=O)c2s1 | i | 1.6
OCCN1CCN(c2ncnc3c2ncn3[C@H]2CN(Cc3ccccc3)C[C@@H](CO)O2)CC1 | i | 0.3
CCOC(=O)[C@]12CCC=C1N(Cc1ccc3c(c1)OCO3)C(=O)[C@H](CC(=O)NCCCCc1ccccc1)C2 | i | 0.8
Cn1ccc2c(-c3ccc4[nH]ccc4c3)cc3c(c21)C1CCC3O1 (stereo not drawn) | i | 0.7
COc1cccc(CNC(=O)[C@@H]2CCCN2C(=O)[C@H]2CCCCN2S(=O)(=O)c2ccc(OC)c(C)c2)c1 | i | 0.6
Further entries follow.
SMILES | Myeloid diff 2 | Myeloid diff 2 GFP+ MAC1+ %
CC(C)Oc1cccc(NC(=O)C2(C)CCCN(C)C2)c1 (stereo not drawn) | i | 2.6
Cn1cc(-c2coc3c(C(=O)NCc4ccco4)cccc23)cn1 | i | 1.7
O=C(/C=C/[C@H]1O[C@@H](n2ccc(=O)[nH]c2=O)[C@H](O)[C@@H]1O)NCC1CCCO1 (stereo partly drawn) | i | 0.4
CC1(Cc2ccc(Cl)cc2)C(=O)Nc2c(Cl)ccc(Cl)c21 (stereo not drawn) | i | 0.4
O=C(C(=O)N1CCC(c2ccccc2)CC1)c1ccc(F)c(F)c1 | i | 1.5
Cc1ccc(S(=O)(=O)N2C[C@H]3C(=O)C[C@@H](c4ccccc4)N(S(C)(=O)=O)[C@H]3C[C@H]2c2ccccc2)cc1 | i | 1.0
O=C(NCc1ccccc1)c1cc(C2CCCN(C(=O)c3ccc4c(c3)CCO4)C2)on1 (stereo not drawn) | i | 1.3
CCOC(=O)C1CCCN(C(=O)c2cc(OC)ccc2Br)CC1 (stereo not drawn) | i | 3.1
COc1ccc2c(CN3CCN(c4ccccc4OC)CC3)cc(=O)oc2c1 | i | 1.5
CC(C)(C)c1cc(NC(=O)C2(C)CCN2C(=O)C2(c3ccccc3)CCCC2)no1 (stereo not drawn) | i | 0.4
Cc1ccccc1S(=O)(=O)N1[C@@H](c2cccc(Cl)c2)C(C(=O)OC(C)(C)C)=CC[C@H]1c1ccc(Cl)cc1 | i | 0.4
NC(=O)c1cccc(Nc2nc(C(N)C3CCCCC3)cs2)n1 (stereo not drawn) | i | 0.4
O=C(NCc1ccc(Cl)c(Cl)c1)c1cc(C2CCCCN2C(=O)c2ccccn2)on1 (stereo not drawn) | i | 2.2
CCOC(=O)C1(C)CCCN1C(=O)c1cccc2ccccc12 (stereo not drawn) | i | 1.0
O=C(NC1CC1)c1ccc2sc([C@@H]3O[C@H](CO)[C@H](O)[C@H](O)[C@H]3O)nc2c1 | i | 1.2
Cc1cccc(NC(=O)CNC(=O)[C@H]2O[C@@H](n3ccc(N)nc3=O)[C@H](O)[C@@H]2O)c1C | i | 0.0
CCOC(=O)C1(C)CCCN(C(=O)c2ccc3c(c2)CCO3)C1 (stereo not drawn) | i | 1.3
C[N+](C)(C)CCNC(=O)c1ccccc1 | i | 0.8
COc1ccc(NC(=O)Nc2nc(C(N)C3CCCCC3)cs2)cc1 (stereo not drawn) | i | 0.4
CCCCN(C)c1c(C)nc2ccc(C(=O)NCCc3c[nH]c4ccccc34)cn12 | i | 1.3
CCc1nc2ccc(C(=O)NCCCN3CCCC3=O)cn2c1N(C)C(=O)COc1ccccc1 | i | 1.0
COc1ccc([C@H]2CC(=O)C[C@@H](CCn3cc(Cc4ccccc4)nn3)O2)cc1 | i | 1.4
CCCNC(=O)C1(C)CCN(C(=O)c2ccc3snnc3c2)C1 (stereo not drawn) | i | 0.7
CN(C)c1ccc(NC(=O)Nc2ccc3c(c2)c(=O)n(C)n3-c2ccccc2)cc1 | i | 1.3
COc1ccc(F)cc1-c1cc(C(=O)Nc2cccnc2)[nH]n1 | i | 0.7
Fc1cccc(Cc2c(C3CCCCC3)nc3ccc(Br)cn23)c1 | i | 1.0
Cc1cc(C)cc(CC(=O)N2CCC2(C)C(=O)NS(=O)(=O)c2cccc(OC(F)F)c2)c1 (stereo not drawn) | i | 1.8
Cc1ccc2nc(-c3ccc(F)cc3)c(Cc3ccccn3)n2c1 | i | 1.7
CC(C)[C@@H]1Cc2[nH]c(=S)[nH]c(=O)c2[C@H](CCc2ccccc2)O1 | i | 0.8
CCCCN(C)C(=O)c1ccc(Nc2nc(C(N)Cc3ccc(C(F)(F)F)cc3)cs2)nc1 (stereo not drawn) | i | 0.3
Cc1ccc(Cc2c(C3CCCCC3)nc3cc(C)c(Br)c(C)n23)cc1 | i | 0.5
O=C(NC1CCCCC1)C(C1CC1)N1CCc2ccccc2C1 (stereo not drawn) | i | 1.4
CC(=O)Nc1ccc(NC(=O)c2csc([C@H]3C[C@H](O)[C@@H](CO)O3)n2)cc1 | i | 1.3
CCCCN(C=O)c1c(CC)nc2ccc(C(=O)NCCCn3ccnc3)cn12 | i | 1.1
Cc1cc2c(cc1C)-n1nnnc1C(N1CCN(CC(=O)NC(C)C)CC1)C(=O)N2 (stereo not drawn) | i | 1.2
COC1=CC(=O)OC(c2cccc([N+](=O)[O-])c2)C1 (stereo not drawn) | i | 2.2
OC(c1ccccc1)c1nc(-c2cccc(C(F)(F)F)c2)cs1 (stereo not drawn) | i | 0.4
C=C1C(=O)[C@]23C[C@H]1CC[C@H]2[C@]1(C)[C@@H](O)CC[C@@](C)(C(=O)O)[C@H]1C[C@@H]3O | + | 3.4*
COc1cc(NC(=O)Nc2nc(C(N)Cc3ccc(C(F)(F)F)cc3)cs2)cc(OC)c1OC (stereo not drawn) | i | 0.7

Already shown: 12 of the compounds above.
SMILES | Myeloid diff 2 | Myeloid diff 2 GFP+ MAC1+ %
COc1ccc(F)cc1-c1cc(C(=O)Nc2cccnc2)[nH]n1 | i | 0.7
Fc1cccc(Cc2c(C3CCCCC3)nc3ccc(Br)cn23)c1 | i | 1.0
Cc1cc(C)cc(CC(=O)N2CCC2(C)C(=O)NS(=O)(=O)c2cccc(OC(F)F)c2)c1 (stereo not drawn) | i | 1.8
Cc1ccc2nc(-c3ccc(F)cc3)c(Cc3ccccn3)n2c1 | i | 1.7
CC(C)[C@@H]1Cc2[nH]c(=S)[nH]c(=O)c2[C@H](CCc2ccccc2)O1 | i | 0.8
CCCCN(C)C(=O)c1ccc(Nc2nc(C(N)Cc3ccc(C(F)(F)F)cc3)cs2)nc1 (stereo not drawn) | i | 0.3
Cc1ccc(Cc2c(C3CCCCC3)nc3cc(C)c(Br)c(C)n23)cc1 | i | 0.5
O=C(NC1CCCCC1)C(C1CC1)N1CCc2ccccc2C1 (stereo not drawn) | i | 1.4
CC(=O)Nc1ccc(NC(=O)c2csc([C@H]3C[C@H](O)[C@@H](CO)O3)n2)cc1 | i | 1.3
CCCCN(C=O)c1c(CC)nc2ccc(C(=O)NCCCn3ccnc3)cn12 | i | 1.1
Cc1cc2c(cc1C)-n1nnnc1C(N1CCN(CC(=O)NC(C)C)CC1)C(=O)N2 (stereo not drawn) | i | 1.2
COC1=CC(=O)OC(c2cccc([N+](=O)[O-])c2)C1 (stereo not drawn) | i | 2.2
